HIV RNase H inh: inhibitors of HIV-1 reverse transcriptase RNase H; P04585; RT-RNase H RNA/DNA duplex cleavage, fluorescence; inhibition, % at 10 µM; 65,000 compounds, 1.9% hits; AID 565; in the data active = inhibition above about 50%
RmlC RmlD mix: mixture blocks RmlC and RmlD coupled enzyme activity; RmlC/RmlD coupled enzyme inhibition, 384-well mixture HTS; inhibition, % at 5.5 µM; 110,000 compounds, 0.39% hits; in the data active = inhibition above about 30%, passing the limit was not always enough; inconclusive = no clear call, values can overlap the other calls; also: strong numbers were not always called active
* = called active by the depositor; ? = inconclusive; / = no result given. An excerpt, so the mix of outcomes need not match the whole.

SMILES	HIV RNase H inh	RmlC RmlD mix
O=C(CC1Oc2ccccc2NC1=O)NCCCN1CCN(Cc2ccccc2)CC1 (configuration not stated)	3.8	-2.5
CCC(C)C(=O)Nc1nc(C)c(-c2csc(Nc3ccc(Cl)cc3)n2)s1 (configuration not stated)	/	-17.8
CC1(C)CC(=O)C(C=NCCN2CCN(C(=O)C34CC5CC(CC(C5)C3)C4)CC2)=C(O)C1	6.3	-9.8
NCCCCCCNS(=O)(=O)c1cccc2c(Cl)cccc12	/	3.9
COc1ccc(C)cc1S(=O)(=O)N(CC(=O)O)c1ccc(C)cc1	0.4	1.5
CCOc1ccc(C(=O)COC(=O)CC)cc1	-3.7	-11.3
COC(=O)C(Cc1ccc(O)cc1)NC(=O)C(C)Oc1ccccc1 (configuration not stated)	-6.0	-12.4
Cn1nnc2cc(C(=O)NC3CCCCC3)ccc21	-9.8	6.6
Cc1ccccc1Cn1c2ccccc2c2cnn(CC(=O)N3CCN(c4ccccc4)CC3)c(=O)c21	/	-1.5
CCCCNC(=O)CSc1cc(=O)n(C)c2ccccc12	-18.8	8.4
C#CCNC(=O)C1=C[C@H](C(C)(C)C)C[C@H](OCCCCO)O1	/	-5.4
O=C(C1CCCN(S(=O)(=O)c2cnc[nH]2)C1)N1CC(=O)N(CCc2ccccc2)C(=O)C1 (configuration not stated)	-4.1	1.7
Cc1n[nH]c(C)c1S(=O)(=O)N1CCN(C(=O)c2ccco2)CC1	11.2	5.0
c1ccc2c(c1)CCOC2CNCCCN1CCCCC1 (configuration not stated)	-10.2	-7.2
CC(=O)N1CCC(Nc2ccc(C)cc2)CC1	-4.3	5.2
COc1ccc2c(c1)CCc1c(C(=O)N3CCCCCC3)noc1-2	4.4	-12.3
CC(C)Cc1[nH]c(=O)c(C#N)c2c1CCC2	0.4	-4.2
CCOc1ccc(NC(=O)c2nn(C)cc2Br)cc1	-6.5	5.0
Cc1cc(NC(=O)c2cc3n(n2)C(C(F)(F)F)CC(c2ccco2)N3)no1 (configuration not stated)	2.6	5.2
Cc1cc(-c2ccco2)n(CC(=O)NCc2ccccc2)n1	/	-8.8
CCC1(C)Cc2c(c(=O)n(-c3ccccc3)c3ncnc(N)c23)CO1 (configuration not stated)	-14.3	-0.4
O=C(CCc1nc(-c2cccs2)no1)Nc1cnc2ccccc2c1	2.2	/
COc1ccc(Nc2nc(N3CCCC3)nc(N3CCOCC3)n2)cc1	/	-11.2
Oc1ccc(C(c2nnnn2C2CCCC2)N2CCc3ccccc3C2)cc1 (configuration not stated)	11.0	-5.5
Cn1c(=O)[nH]c(=O)c2c1nc(NCCc1ccccc1)n2CC(O)COc1ccccc1 (configuration not stated)	6.3	6.2

Random excerpt: seven records from the list.
SMILES	HIV RNase H inh	RmlC RmlD mix
O=C(CC1Oc2ccccc2NC1=O)NCCCN1CCN(Cc2ccccc2)CC1 (configuration not stated)	3.8	-2.5
Cc1ccccc1Cn1c2ccccc2c2cnn(CC(=O)N3CCN(c4ccccc4)CC3)c(=O)c21	/	-1.5
C#CCNC(=O)C1=C[C@H](C(C)(C)C)C[C@H](OCCCCO)O1	/	-5.4
CCCCNC(=O)CSc1cc(=O)n(C)c2ccccc12	-18.8	8.4
c1ccc2c(c1)CCOC2CNCCCN1CCCCC1 (configuration not stated)	-10.2	-7.2
Cc1n[nH]c(C)c1S(=O)(=O)N1CCN(C(=O)c2ccco2)CC1	11.2	5.0
NCCCCCCNS(=O)(=O)c1cccc2c(Cl)cccc12	/	3.9

Later entries
SMILES	HIV RNase H inh	RmlC RmlD mix
CCOC(=O)c1c(C2CC2)csc1NC(=O)CSCc1c(C)noc1C	-22.3	-3.4
COc1ccc2c(c1)[nH]c1c(=O)n(CC3CCCO3)cnc12 (configuration not stated)	-9.1	7.8
Cc1cc(NS(=O)(=O)c2ccc(NC(=O)C(C)Oc3ccc(Cl)cc3)cc2)no1 (configuration not stated)	/	-9.0
CCOC(=O)C1CCN(C(=O)c2cn(-c3ccccc3)nc2-c2cccnc2)CC1	-0.2	/
Cc1cc(Cl)ccc1OCCCC(=O)NO	-16.4	4.6
Cc1csc(NC(=O)CCn2c(=O)sc3ccccc32)n1	-35.8	29.9
C=CCn1c(-c2cccn(Cc3ccc(Cl)cc3)c2=O)n[nH]c1=S	/	-5.2
CCc1ccc(-c2nc(CSCC(=O)N3CCN(c4ncccn4)CC3)c(C)o2)cc1	-3.2	/
Cc1c(NC2=NC3(CCCCC3)Cc3ccccc32)c(=O)n(C)n1-c1ccccc1	/	-11.7
C=CCC(NCc1ccco1)c1ccc(OC)cc1 (configuration not stated)	/	-6.4
CN(Cc1ccccc1)C(=O)CCNS(=O)(=O)c1ccc2c(c1)oc(=O)n2C	-8.8	-11.2
COc1cc(-c2cc(=O)c3c(O)c(OC)c(OC)c(OC)c3o2)cc(OC)c1OC	/	6.2
CCN(CC)CCNC(=O)Cn1nc(Cc2ccccc2)c2ccccc2c1=O	-20.5	-0.6
O=C(CCS(=O)(=O)c1cccc2nonc12)N1CCCc2ccccc21	-38.1	-7.5
CCn1cc(C(=O)NCc2cccnc2)c2cc(OC)c(OC)cc2c1=O	-6.5	-7.3
O=C(NCCCCNC(=O)c1ccco1)c1ccco1	-3.7	-0.3
O=C(O)CC(Cc1ccccc1)c1ccc2c(c1)OCO2 (configuration not stated)	-0.6	/
Cc1cccc(-c2c3c(=O)n(C)c(=O)n(C)c3cn2C2CCCCC2)c1	/	36.5
NC(=O)c1c(NC(=O)C2CCCO2)sc2c1CCC2 (configuration not stated)	0.2	8.3
CCOc1cc(C(=O)N2CCC(CC3CC(c4ccccc4)=NO3)(C(=O)NCc3ccc(OC)cc3)CC2)cc(OCC)c1OCC (configuration not stated)	/	-5.9
CC(=O)c1cc(-c2ccccc2)[nH]c1N1CCOCC1	-4.2	0.9
CCCOc1ccc(/C(O)=C2/C(=O)C(=O)N(CCCOC)C2c2cccnc2)cc1 (configuration not stated)	-8.3	/
COc1ccc(C(=O)Nc2cccnc2)cc1	/	8.7
CC(C(=O)NCCCN1CCOCC1)n1cccc1C(=O)c1ccccc1 (configuration not stated)	-8.6	-3.5
O=S(=O)(c1cccs1)N1CN(Cc2ccccc2)c2nc3ccccc3nc21	/	-4.0

Next part:
SMILES	HIV RNase H inh	RmlC RmlD mix
CCN(CC)c1ncnc2c1cnn2C	-1.4	-13.3
Cc1cnc(C(=O)Nc2ccccc2C(=O)N2CCOCC2)cn1	-4.8	7.6
O=C(NCC1CCCO1)c1ccc(NC(=O)C2CC=CCC2C(=O)O)cc1 (configuration not stated)	-3.2	-12.4
Cc1ccc(SCc2cn3c(C)csc3n2)cc1	-22.1	-0.7
NC(=O)c1ccc(-c2ncc(-c3ccccc3)o2)cc1	-20.2	72.9*
CN(CCO)c1nc(N)c2c(N)nc3c(c2c1C#N)CC(=O)N3C1CCCC1	/	30.2*
O=C(NCCCN1CCOCC1)c1cn(-c2ccccc2)nc1-c1cccs1	/	13.2
COc1ccc(OC)c(N2Cc3cc(C)c(C)cc3C2)c1	62.0*	-4.0
Cc1c(C(=O)N2CCN(c3ccc(C(F)(F)F)cn3)CC2)oc2ccccc12	-3.5	-13.6
Cc1occc1C(=O)N1CCN(C(c2ccccc2)c2ccccc2)CC1	-10.9	-11.6
COc1ccc(CN2CC[C@H]3C=CC[C@@H](C(=O)Nc4ccc(Cl)c(C(F)(F)F)c4)[C@H]3C2=O)cc1OC	/	4.5
O=C(NCc1ccccc1)c1ccc2c(c1)OCCO2	3.2	-5.0
Cc1oc2ccc(O)c(CN3CCOCC3)c2c1C(C)O (configuration not stated)	/	1.8
COCCCNC(=O)c1ccc(NS(C)(=O)=O)cc1	-4.9	-6.9
O=C(Nc1ccccc1C(=O)NC(Cc1ccccc1)C(=O)NC1CCCCCC1)c1ccccc1 (configuration not stated)	/	6.3
Cc1c(N2C(=O)c3ccc(Br)cc3C2=O)c(=O)n(-c2ccccc2)n1C	/	-8.2
COC(=O)CC(NC(=O)c1ccc(C)cc1)c1ccccc1 (configuration not stated)	/	-19.2
CN(C)c1nc(Oc2ccc(=O)[nH]n2)nc(N2CCCCC2)n1	-20.1	-8.8
Cc1ccc(S(=O)(=O)NCCN2CCOCC2)cc1C	-8.3	-16.1
Cc1ccc(C2SCC(=O)N2Cc2cn3ccsc3n2)o1 (configuration not stated)	-2.5	-15.9
COC(=O)CCC/C=C1/SCC(NC(=O)c2ccccc2)C1=O (configuration not stated)	/	0.1
CCOC(=O)c1cc(=O)n(Cc2ccccc2C)c2ccccc12	/	13.6
COC(=O)C1=C(C)C(c2cccs2)NC(=O)N1C (configuration not stated)	-6.6	7.3
FC(F)(F)c1cc(Oc2ccc(Cl)cc2)nc(-c2ccccn2)n1	/	?
CC(C)(C)c1[nH]nc2c1C(c1ccoc1)C(C#N)=C(N)O2 (configuration not stated)	/	7.9

Full records as entered above.
`COc1ccc(OC)c(N2Cc3cc(C)c(C)cc3C2)c1` in the list: HIV RNase H inh: 62.0*; RmlC RmlD mix: -4.0
`COC(=O)CC(NC(=O)c1ccc(C)cc1)c1ccccc1` (configuration not stated) in the list: HIV RNase H inh: /; RmlC RmlD mix: -19.2

(list continues)
SMILES	HIV RNase H inh	RmlC RmlD mix
Oc1ccc(Br)cc1-c1cc(-c2ccco2)[nH]n1	/	-16.0
Nc1nc(-c2ccco2)cs1	41.2	-0.1
COc1ccc(C2C(C#N)=C(C)NC3=C2C(=O)CC(C)(C)C3)cc1 (configuration not stated)	/	-5.7
COC(=O)NC1(C(F)(F)F)C(=O)NC(C)=C1C(=O)OC (configuration not stated)	-0.5	-2.4
COc1ccc(-c2nn(C)c(=O)c3ccccc23)cc1CNC(=O)c1ccco1	-19.1	24.7
CC1CC(NC(=O)CCn2c(=O)oc3ccccc32)CC(C)(C)C1 (configuration not stated)	-3.1	-12.1
O=C(O)[C@H]1CCC(=O)N1Cc1ccco1	/	29.0
Cc1ccc(CNC(=O)C2CC3Cn4c(nc5cc(Cl)c(Cl)cc54)C3N2C)o1 (configuration not stated)	/	0.2
COc1ccc(NC(=O)CCC(=O)OC(C(=O)c2ccccc2)c2ccccc2)cc1 (configuration not stated)	/	-27.6
COc1cc(S(=O)(=O)N2CCN(c3ccccc3F)CC2)c(OC)cc1Cl	-3.7	3.4
C=CCn1c(SCc2nc(N)nc(N3CCCCC3)n2)nnc1-c1ccco1	1.5	-8.8
CCC(=O)Oc1ccc(C/C(=N\O)c2ccc(O)cc2O)o1	9.2	-23.5
CC(Sc1nnnn1C)C(=O)Nc1ccc(N2CCOCC2)cc1 (configuration not stated)	3.2	5.7
Cn1cccc1/C=N/n1c(-c2ccc(Cl)cc2Cl)n[nH]c1=S	/	-15.5
O=C1c2ccccc2C(Nc2ccc3c(c2)OCCO3)N1Cc1ccco1 (configuration not stated)	4.4	-13.5
CC(=O)c1c(C)[nH]c(C(=O)NC2CCCCC2)c1C	-4.0	/
Cc1ccccc1-c1nc(CS(=O)CC(=O)NCCN2CCN(Cc3ccccc3)CC2)c(C)o1 (configuration not stated)	-3.4	-9.2
O=C(O)CC1(c2ccccc2)C(=O)c2ccccc2C1=O	-7.6	1.0
CCN(CC)CCCNC(=O)C1CCC(=O)N(c2ccc(OC)cc2)C1c1ccc(F)cc1 (configuration not stated)	-2.3	16.5
Cc1ccccc1NC(=O)NCCN1C(=O)C2C3C=CC(C3)C2C1=O (configuration not stated)	-2.5	-9.8
COc1cccc(NC(=O)COC(=O)c2nc3nccc(C)n3n2)c1	/	-5.1
CCOC(=O)C1Nc2ccccc2C2c3ccccc3CC12 (configuration not stated)	/	0.7
CCn1c(CSc2nc(C)cc(C)n2)nnc1SCC(=O)Nc1cccc2ccccc12	/	6.5
Cc1cc(N2CCC(C(=O)N3CCN(c4cccc(C)c4C)CC3)CC2)n2ncnc2n1	-20.7	10.3
Cc1cc(NC(=O)Cn2c(=O)c3c(ncn3CC(C)C)n(Cc3ccccc3)c2=O)no1	-10.1	6.0

More results follow:
SMILES	HIV RNase H inh	RmlC RmlD mix
Cc1cc(NC(=O)C2C3C(=O)N(Cc4ccc(Cl)cc4)C(C(=O)NCc4ccccc4)C34C=CC2(C)O4)no1 (configuration not stated)	/	-12.1
Cc1ccc(OCC(=O)NCc2ccccn2)c(Br)c1	-57.6	-16.8
Cc1ccn2cc(CNS(=O)(=O)c3ccc4c(c3)OCCO4)nc2c1	-10.0	9.8
Fc1ccc(NC(=S)NN=C2CCCCCC2)cc1	/	0.1
O=C(NCc1ccccc1)C1=C[C@H](c2csc3ccccc23)C[C@H](OCCCCO)O1	/	3.9
CCCCn1c(C)c(C(=O)OCC)c2c(CN3CCOCC3)c(O)ccc21	11.1	-1.6
Cc1ccc(N(CC(=O)NC(C)c2ccccc2)S(=O)(=O)c2cccs2)cc1 (configuration not stated)	/	6.0
COc1cc(C)c(C(=O)Oc2cc(C)c(C(=O)O)c(O)c2C)c(O)c1C	/	-11.6
CCOC(=O)C1=C(C)OC(N)=C(C(=O)OCC)C1c1cccnc1 (configuration not stated)	-40.1	8.8
Cc1cccc2nc(CSCc3ccco3)cn12	-57.7	-21.4
O=S(=O)(NCc1ccc(F)cc1)c1cccc(S(=O)(=O)N2CCOCC2)c1	/	3.0
CCOC(=O)C1=C(C)NC(C)=C(C(=O)OCC)C1c1sccc1C	/	5.7
COc1ccc(NC(=O)C2CCN(S(=O)(=O)c3cccc4cccnc34)CC2)cc1OC	-2.5	/
O=C(NCCCc1ccccc1)c1ccccc1	/	-9.5
CCCOc1cc(CN2CCCCC2)cc(C(C)=O)c1	-19.8	-12.8
O=C(c1ccc(F)cc1)N1CCN(c2cc(N3CCCCC3)c(F)cc2[N+](=O)[O-])CC1	/	9.0
CC(=O)Nc1nc(C=C(Cl)Cl)cs1	23.9	3.9
S=C(Nc1cccc(Cl)c1)Nc1ccccc1Oc1ccccc1	/	-3.9
O=c1[nH]c(=O)n(Cc2ccco2)c(O)c1C=NCc1cccs1	-88.8	12.9
Nc1ncnc2c1ncn2[C@@H]1O[C@H](CO)C[C@H]1O	/	2.6
COc1ccc(-c2csc(N(CC3CCCO3)C(=O)c3ccco3)n2)cc1 (configuration not stated)	-15.3	-11.2

Compound activity as filed in PubChem.
